Compound activity from PubChem.
VLA-4 inh – inhibition in a human VLA-4 binding assay; P13612; inhibition, % (about 7 µM as worked out from the volumes in the protocol); VLA-4 expressing cells, ligand binding flow cytometry; actives 0.2% (n = 330,000); in the data active = inhibition above about 50%
Target sequence (P13612 whole entry, looked up): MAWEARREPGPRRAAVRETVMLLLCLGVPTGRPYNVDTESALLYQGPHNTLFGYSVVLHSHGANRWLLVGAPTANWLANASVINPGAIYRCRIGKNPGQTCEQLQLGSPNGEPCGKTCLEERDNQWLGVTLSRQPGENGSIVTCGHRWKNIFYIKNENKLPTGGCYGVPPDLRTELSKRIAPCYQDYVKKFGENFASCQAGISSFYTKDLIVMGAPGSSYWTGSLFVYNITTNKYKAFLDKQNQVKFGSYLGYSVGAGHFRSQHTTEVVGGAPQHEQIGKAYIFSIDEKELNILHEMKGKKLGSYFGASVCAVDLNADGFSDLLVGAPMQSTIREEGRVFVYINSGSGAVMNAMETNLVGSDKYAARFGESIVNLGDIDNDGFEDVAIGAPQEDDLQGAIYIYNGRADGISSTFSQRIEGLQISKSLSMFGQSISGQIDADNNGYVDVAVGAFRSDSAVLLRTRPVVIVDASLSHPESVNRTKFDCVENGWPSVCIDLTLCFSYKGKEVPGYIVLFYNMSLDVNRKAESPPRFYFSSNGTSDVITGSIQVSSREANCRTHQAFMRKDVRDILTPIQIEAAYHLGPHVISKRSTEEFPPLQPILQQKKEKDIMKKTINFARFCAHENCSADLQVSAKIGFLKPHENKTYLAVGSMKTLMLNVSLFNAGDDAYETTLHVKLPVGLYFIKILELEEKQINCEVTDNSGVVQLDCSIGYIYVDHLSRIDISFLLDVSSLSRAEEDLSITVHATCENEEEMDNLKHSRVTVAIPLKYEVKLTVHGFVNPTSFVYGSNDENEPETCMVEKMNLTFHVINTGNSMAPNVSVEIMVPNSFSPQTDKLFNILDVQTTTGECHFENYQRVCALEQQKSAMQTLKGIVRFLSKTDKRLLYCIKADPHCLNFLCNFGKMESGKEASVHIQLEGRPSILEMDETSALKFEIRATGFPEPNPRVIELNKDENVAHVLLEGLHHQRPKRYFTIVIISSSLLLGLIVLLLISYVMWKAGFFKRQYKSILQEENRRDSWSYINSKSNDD
LAP4-GFP MLPCN – yeast TOR pathway LAP4-GFP modulation; AID 2023; S. cerevisiae LAP4-GFP multiplex, flow cytometry GFP, 3 h; median GFP as percent of DMSO wells; GFP response vs DMSO, % at 10 µM; actives 0.34% (n = 320,000);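 active = GFP response vs DMSO above a set limit, about the screen mean plus 3 SD, cut at about 150% in these data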
CIT2 TOR yeast – modulators of TOR pathway CIT2-GFP in S. cerevisiae; actives 0.065% (n = 320,000); AID 2029; S. cerevisiae CIT2-GFP strain, flow cytometry, 3 h; 100 means same as DMSO wells; GFP response vs DMSO, % at 10 µM;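 active = GFP response relative to DMSO above a set limit, near the screen mean plus 3 SD, cut at about 150% in these data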;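 note: ratio of well median GFP fluorescence to mean of DMSO wells on the plate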
RPL19A TOR yeast – modulators of TOR pathway RPL19A-GFP in S. cerevisiae; S. cerevisiae RPL19A-GFP strain, flow cytometry, 3 h; hits give low values; actives 0.3% (n = 330,000); percent response vs DMSO, % at 10 µM; AID 2025;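 active = percent response vs DMSO below 50%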;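 note: median channel GFP fluorescence of the barcoded RPL19A-GFP strain; ratio of sample median GFP to plate DMSO average so 100% = DMSO; lower means less RPL19A-GFP as with rapamycin TOR inhibition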
GRK2 inh – inhibitors of human GRK2 displacing RNA aptamer | bead flow cytometry, FAM-aptamer displacement from GRK2 | inhibition of aptamer binding, % at 10 µM | P25098 | actives 0.59% (n = 330,000) | AID 488847;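 active = inhibition of aptamer binding above 40%, roughly 3 SD of noise, on plates passing a quality check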;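 note: median bead fluorescence of bound FAM aptamer so fluorescent compounds give negative values; no value below 0 was filed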
AGP1-GFP MLPCN – modulators of TOR pathway AGP1-GFP in S. cerevisiae; S. cerevisiae AGP1-GFP multiplex flow cytometry, 3 h; GFP as percent of DMSO wells; GFP response vs DMSO, % at 10 µM; actives 0.02% (n = 320,000); AID 2066;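 active = GFP response relative to DMSO above a set limit, near screen average plus 3 SD, cut at about 150% in these data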;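 note: median GFP channel fluorescence of the gated AGP1 strain per well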
MEP2 TOR yeast – yeast TOR pathway MEP2-GFP modulation; S. cerevisiae MEP2-GFP strain, flow cytometry GFP, 3 h; 100% = DMSO control level; GFP response vs DMSO, % at 10 µM; actives 0.51% (n = 330,000);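 active = GFP response versus DMSO above a set limit, roughly screen mean plus 3 SD, cut at about 180% in these data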;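 note: median GFP fluorescence of the barcode-gated MEP2-GFP cells per well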
Yeast superoxide – yeast age-related superoxide inhibition as caloric restriction mimetic. superoxide response (% of plate mean), % at 10 µM. actives 0.18% (n = 330,000). S. cerevisiae aged cells, superoxide DHE fluorescence; hits give low values. AID 2690;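 active = superoxide response under a set limit, about three screen SD below normal, cut at about 65% in these data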;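 note: yeast aged for seven days with compound at 30 °C before DHE staining; 100% = average MFI of all compound-treated wells on the plate with controls excluded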
* hit, by the source's call; · = not tested or not shown; [ ] = another dose, or the depositor's remark.

SMILES	VLA-4 inh	LAP4-GFP MLPCN	CIT2 TOR yeast	RPL19A TOR yeast	GRK2 inh	AGP1-GFP MLPCN	MEP2 TOR yeast	Yeast superoxide
COC(=O)C1=C(C(=O)OC)N2C=CC=CC2(C)C(C(=O)OC)=C1C(=O)OC (stereo unspecified)	20	95	98	96	0	96	97	89
CC1CCCN(C(=O)CNC(=O)c2ccco2)C1 (stereo unspecified)	3	103[may fluoresce green]	107[may fluoresce green]	105[may fluoresce green]	2	107[may fluoresce green]	105[may fluoresce green]	106
COc1ccc(-n2cc(C(=O)O)c3ccccc3c2=O)cc1	1	93	·	99	1	96	99	112
Cc1ccc(-n2ncc3c(NCc4ccccn4)ncnc32)c(C)c1	1	92	97	88	0	86	96	93
CCn1ncc(Br)c1C(=O)Nc1ccc2c(c1)OCCO2	-5	114	97	95	5	104	108	100
O=C(Nc1ccccc1)c1nc[nH]c1C(=O)N1CCc2ccccc2C1	14	89	95	94	6	96	92	102
CCOc1cc(NS(=O)(=O)c2ccccc2)c(OCC)cc1NC(=O)c1ccco1	14	101	110	103	1	115	110	106
Cc1ccc(S(=O)(=O)c2nc(-c3ccccc3Cl)oc2N(C)C)cc1	13	110	86	101	2	95	103	95
CCOC(=O)C1=C(CS(=O)(=O)c2ccccc2)NC(=O)NC1c1ccccc1 (stereo unspecified)	7	93	98	98	7	97	102	115
COc1cc2c(cc1OC)CN(S(C)(=O)=O)CC2	20	91	86	99	2	106	92	100
CCOc1ccc(/C=C2\SC(=S)N(CCC(=O)Nc3ccccc3C(=O)O)C2=O)cc1	11	93	104	104	1	104	104	106
COc1ccccc1/C=C1\SC(=S)N(C(C(=O)O)c2ccccc2)C1=O (stereo unspecified)	1	90	78	105	13	91	103	103
CN1CCN(CC(=O)NN2CC(=O)N(c3ccc(F)cc3)CC2=O)CC1	14	112	117	98	0	85	107	98
CC(NS(=O)(=O)c1cccc(C(=O)NCc2ccncc2)c1)c1ccccc1 (stereo unspecified)	14	105	104	101	3	104	102	92
Cc1ccc(C)c(OCC(=O)N(C)CC(=O)Nc2ccc(Cl)c(C(F)(F)F)c2)c1	2	110	97	103	79*	100	99	101
Cc1nnc(SCC(=O)N(C)c2ccccc2)n1-n1cccc1	12	115	90	95	6	108	95	98
CCN1CCN(C(=O)CCc2nc3ccccc3c(=O)[nH]2)CC1	10	·	87	90	1	90	84	116
COc1ccc(C(=O)Nc2scc(-c3ccc(Cl)cc3Cl)c2C(N)=O)cc1	4	101	110	102	1	108	102	101
O=C(Nc1cc(C(F)(F)F)ccc1Cl)C(Sc1cccc[n+]1[O-])c1ccccc1 (stereo unspecified)	8	112	93	96	2	118	98	97
Cc1ccc(CSc2nc(N)cc(=O)[nH]2)cc1	-12	96	103	108	0	96	107	98
COc1ccc(OC)c(CNCc2ccc3c(c2)OCO3)c1	6	94	105	99	0	100	100	98
O=C(Nc1cc(=O)[nH]c2nc(-c3ccc(Cl)cc3)nn12)c1ccccc1	-1	91	87	101	1	96	103	118
COCCN(C(=O)CSc1nnc(-c2ccccc2F)o1)c1c(N)n(CC(C)C)c(=O)[nH]c1=O	21	99	97	91	0	92	96	91
C[C@H](CO)N1C[C@H](C)[C@@H](CN(C)C(=O)NC2CCCCC2)Oc2c(NC(=O)Nc3ccc(C(F)(F)F)cc3)cccc2C1=O	13	94	87	93	0	89	91	117
CCCCNC(=O)Oc1cccc(N2CCCC2=O)c1	3	94	101	96	0	98	98	100
SMILES	VLA-4 inh	LAP4-GFP MLPCN	CIT2 TOR yeast	RPL19A TOR yeast	GRK2 inh	AGP1-GFP MLPCN	MEP2 TOR yeast	Yeast superoxide
C/C(=N\N=C(/N)c1nonc1N)c1ccc2c(c1)OCO2	4	101	85	99	0	96	96	101
COc1cc(NC(=S)NCCCN2CCOCC2)c(OC)cc1NC(=O)c1ccco1	-1	85	95	93	0	90	106	94
O=C(COc1ccccc1)Nc1nnc(S(=O)(=O)Nc2ccccc2)s1	46	108	110	104	0	106	106	96
O=C(CN1C(=O)NC2(CCCC2)C1=O)OCCOc1cccc(Cl)c1	2	113	91	97	0	104	99	103
C=CCNC(=O)CCCc1ccccc1	17	82	106	103	0	99	102	98
O=C(NC(=S)NCCCN1CCOCC1)c1cccc2ccccc12	-2	96	99	96	1	100	98	101
CC(=O)Nc1ccc(C(=O)OCCCOC(=O)c2ccc(NC(C)=O)cc2)cc1	12	84	101	106	7	89	96	98
CC(CNS(=O)(=O)c1ccccc1)(c1ccccc1)N1CCOCC1 (stereo unspecified)	-8	95	102	101	1	101	102	107
CCn1c(Cc2c(C)[nH]c3ccccc23)nnc1SCC(=O)NCc1ccccc1	-6	96	92	93	2	98	94	106
COC(=O)COc1ccc(S(=O)(=O)NCc2ccc3c(c2)OCO3)cc1	-9	82	102	99	2	91	98	100
Cc1ccc(NC(=S)N(CCN2CCCCC2)Cc2ccco2)cc1Cl	2	122	101	104	0	114	117	101
O=C(NCCCN1CCOCC1)c1cc(-c2ccc(F)cc2)nc2ccccc12	10	98	105	97	0	107	108	78
NC(=O)C1(N2CCCCC2)CCN(CC(=O)Nc2cc(Cl)ccc2Cl)CC1	1	94	98	98	1	·	101	85
O=C(NCCC(=O)N1CCC2(CC1)NCCc1[nH]cnc12)c1ccc(Br)cc1	38	97	114	102	7	105	100	92
COC(=O)C(C)n1cnc2c(nnn2-c2ccc(F)cc2)c1=O (stereo unspecified)	5	94	88	90	0	89	95	93
Cc1ccnc(SCCn2c(N3CCN(c4ccccc4)CC3)nc3c2c(=O)[nH]c(=O)n3C)n1	7	98	100	97	3	97	98	103
Cc1csc(=O)n1CC(=O)OCC(=O)c1c(N)n(CC(C)C)c(=O)n(C)c1=O	2	105	96	100	0	112	99	101
CCOC(=O)c1ccc(-c2c(-c3ccccc3OC)sc3cc4c(cc23)OCO4)cc1F	5	98	87	94	5	95	85	109
COCc1nnc(NC(=O)CC(c2ccccc2)c2ccccc2)s1	1	112	95	96	1	121	134	110
COc1cccc(NC(=O)CSc2nc3ccccc3c(=O)n2CCCC(=O)NCCCN2CCOCC2)c1	-6	96	102	101	0	97	96	87
COc1ccc2[nH]c(=O)c(CN(Cc3nnnn3CCc3ccccc3)CC3CCCO3)cc2c1 (stereo unspecified)	6	95	101	92	2	96	93	98
COc1c(O)ccc(/C=C(\C#N)c2nc3ccccc3[nH]2)c1[N+](=O)[O-]	-29	98	106	103	0	101	108	107
COc1ccc(-c2c[n+](CC(=O)N3c4ccccc4Sc4ccccc43)c3n2CCC3)cc1	0	98	97	98	0	104	95	98
COc1cc(/C=N/OCC(=O)Nc2cc(C)cc(C)c2)ccc1OCc1ccc(Cl)cc1	15	94	96	100	3	100	97	94
O=c1[nH]c2ccc(S(=O)(=O)Nc3ccc(Cl)cc3)cc2o1	-1	87	129	137	3	117	113	106

The last 2 compounds of the part above lead into the next:
SMILES	VLA-4 inh	LAP4-GFP MLPCN	CIT2 TOR yeast	RPL19A TOR yeast	GRK2 inh	AGP1-GFP MLPCN	MEP2 TOR yeast	Yeast superoxide
COc1cc(/C=N/OCC(=O)Nc2cc(C)cc(C)c2)ccc1OCc1ccc(Cl)cc1	15	94	96	100	3	100	97	94
O=c1[nH]c2ccc(S(=O)(=O)Nc3ccc(Cl)cc3)cc2o1	-1	87	129	137	3	117	113	106
COc1ccc(C2CC(=O)N(c3ccccc3)C3=C2C(=O)CCC3)cc1 (stereo unspecified)	1	104	106	103	1	101	101	95
Cc1ccccc1S(=O)(=O)Cc1ccc(C(=O)NCCCN(C)Cc2ccccc2)o1	35	99	112	101	0	105	105	70
Cc1oc(-c2cccc(Cl)c2)nc1CN1CCCC(C(=O)NCCCN2CCOCC2)C1 (stereo unspecified)	1	99	94	100	0	94	93	102
Cc1[nH]c(C)c(S(=O)(=O)Nc2ccc(OC(F)(F)F)cc2)c1C(=O)N1CCCCC1	1	106	102	104	2	103	109	94
CSc1cccc(NC(=O)CN(C)S(=O)(=O)c2ccc(F)cc2)c1	5	104	104	102	1	106	107	87
COC(=O)c1sccc1NC(=O)Cn1cnc2c1c(=O)n(C)c(=O)n2C	2	101	103	97	0	28	107	98
COc1ccc(C2=NS(=O)(=O)N(C)C(C(=O)Nc3ccc(F)cc3F)=C2)cc1	-5	112	115	102	2	109	99	108
C=CCn1c(SCn2nnc3ccccc3c2=O)nnc1C1CCCCC1	5	96	101	98	3	99	100	105
O=C(Nc1ccc(C(F)(F)F)cn1)Nc1cccs1	-2	116	88	94	0	93	98	100
COc1ccc(NC(=O)C(NC(C)=O)C(=O)NCc2ccccc2)cc1 (stereo unspecified)	2	96	98	100	1	101	98	109
CNS(=O)(=O)c1cccc(C(=O)OCC(=O)NC2CCCC(C)C2C)c1 (stereo unspecified)	-12	91	95	93	0	93	90	98
CC(=O)c1ccc(OCc2cc(C(=O)N3CCC(c4ccncc4)CC3)no2)cc1	-11	94	99	98	4	96	98	98
CC(C)(C)NC(=O)NC(=O)CN1CCC(Cc2ccccc2)CC1	-8	101	100	98	0	103	104	104
COCCNC(=O)CSc1nc2ccccc2c2nc(C)nn12	40	101	98	99	0	102	97	104
CCC(C)N=CC1=C(O)C(C(=O)OC)C(C)(C)CC1=O (stereo unspecified)	14	96	106	102	0	102	97	90
CCCS(=O)(=O)N1CCC(C(=O)NCCCN(CC)c2cccc(C)c2)CC1	8	100	102	98	3	101	104	100
Cc1ccc(-n2[nH]c(C)c(C=NC34CN5CN(CN(C5)C3)C4)c2=O)cc1C	3	100	103	·	1	102	109	104
CCn1cc(C(=O)O)c(=O)c2cnc(N3CCN(C(=S)NC(=O)c4ccc(Cl)cc4Cl)CC3)nc21	9	93	99	105	1	104	97	102
COc1ccc(CCC(=O)NNC(=S)NCc2ccc(F)cc2)cc1	-6	103	89	105	1	102	102	115
CCOc1ccc(NC(=O)CN2CCN(C(=O)C3CCCO3)CC2)cc1 (stereo unspecified)	1	88	125	124	5	110	105	106
O=C(NC1CCCC1)C(NS(=O)(=O)c1cccc2nsnc12)c1ccccc1 (stereo unspecified)	-6	100	103	103	4	106	102	80
COc1cc2ccccc2cc1C(=O)Nc1ccccc1Cl	6	99	99	102	1	90	105	110
CCc1c(C(C)=O)oc2ccc3c(C)cc(=O)oc3c12	11	107	98	95	0	100	96	109
COc1ccccc1NC(=O)Nc1ccccc1SC	-2	98	102	98	3	95	102	86
Cc1ccccc1NC(=O)CSc1ccncc1	8	102	100	97	0	101	93	109
SMILES	VLA-4 inh	LAP4-GFP MLPCN	CIT2 TOR yeast	RPL19A TOR yeast	GRK2 inh	AGP1-GFP MLPCN	MEP2 TOR yeast	Yeast superoxide
O=C(NC1(Cc2ccccc2)CCN(CCCc2ccccc2)C1=O)c1ccccc1 (stereo unspecified)	0	111	92	99	0	99	93	91
O=C(O)c1ccc(N2CCCCCC2)c(N2C(=O)c3ccccc3C2=O)c1	-4	89	87	88	2	87	87	93
COc1ccc2c(c1)[C@H]1[C@H](CO2)[C@H](c2ccccc2)[C@]2(C)C(=O)Nc3cc(Cl)ccc3C(=O)N12	2	134	65	96	5	78	93	103
CCCSc1nnc2c(n1)OC(c1cccn1C)N(C(C)=O)c1ccccc1-2 (stereo unspecified)	-3	95	98	97	3	102	106	92
COc1ccc(/C=C/C(=O)OCC(=O)Nc2cc3oc4ccccc4c3cc2OC)cc1	-2	98	95	98	0	100	103	117
O=C(Nc1ccc(N2CCCC2)cc1)c1ccccc1F	-4	108	94	90	0	89	93	86
O=c1nc2scc(-c3ccccc3)n2c2ccccc12	13	102	96	94	1	101	96	92
CCS(=O)(=O)N1CCC(C(=O)NCc2cccs2)CC1	3	105	101	108	7	103	107	117

Random excerpt: two entries already listed, in no set order.
SMILES	VLA-4 inh	LAP4-GFP MLPCN	CIT2 TOR yeast	RPL19A TOR yeast	GRK2 inh	AGP1-GFP MLPCN	MEP2 TOR yeast	Yeast superoxide
O=C(NC1(Cc2ccccc2)CCN(CCCc2ccccc2)C1=O)c1ccccc1 (stereo unspecified)	0	111	92	99	0	99	93	91
O=C(Nc1ccc(N2CCCC2)cc1)c1ccccc1F	-4	108	94	90	0	89	93	86
